# LGR2 antag: blocks bursicon-induced cAMP signaling via Drosophila LGR2 | inhibition, % at 9.99 µM | AID 720647 | 380,000 compounds, 0.35% hits | HEK293 LGR2, CRE-luciferase, bursicon-stimulated, 4 h;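 active = drop in luminescence signal, shown as inhibition above about 50% in the replicate tests, limit read from the data, passing the limit was not always enough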;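 also: agonist challenge used bursicon conditioned medium at about half maximal strength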
# PGC1a acetyl inh: modulators of PGC1a acetylation | AID 651687 | 350,000 compounds, 0.17% hits | U2OS PGC1a acetylation, AlphaScreen anti-acetyl-lysine; with virally co-expressed GCN5 acetyltransferase | inhibition, % at 15.6 µM;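 active = every replicate shows inhibition of at least 40%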;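 also: 0% = neutral control wells and 100% = positive control wells; some results beyond the cut were filed as inactive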
# XiGFP reactiv: reactivates the inactive X chromosome in mouse fibroblasts; activation, % at 7.58 µM; XiGFP mouse fibroblasts, % GFP-positive cells imaging, 3 d; cells co-treated with 5-aza-dC sensitizer; scaled so ellipticine positive control = 100%; AID 743238; 360,000 compounds, 0.055% hits;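 active = mean normalized replicate activation at least 10% and every replicate at or above 10%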;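 also: 0% = median of on-plate neutral control wells and 100% = ellipticine 6 µM median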
#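 assay system = SV40-immortalized XiGFP fibroblast cells, line 68-5-11 | buffer or medium = DMEM plus 5-aza-dC sensitizer | doses = single-point pinned compound dosing | times = 3-day compound exposure, then 15 min fixation at room temperature | benchmarks = positive control ellipticine, 6 µM final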
# S100A4 inh HTS: S100A4-myosin IIA interaction inhibition | S100A4/TAMRA-MyoIIA peptide fluorescence polarization | inhibition, % at 10.7 µM | AID 652163 | 360,000 compounds, 0.14% hits;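 active = mean inhibition of at least 70% across replicates, with every replicate also reaching that level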
# Target sequence (P26447 whole entry, looked up): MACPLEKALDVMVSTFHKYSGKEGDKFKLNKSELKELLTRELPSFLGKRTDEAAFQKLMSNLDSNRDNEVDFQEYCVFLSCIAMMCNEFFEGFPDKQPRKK
#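 Material: human S100A4 monomer with TAMRA-labelled myosin IIA peptide; buffer or medium: HEPES pH 7.2 with CaCl2, KCl, NaCl, DTT, Triton; compound dosing: one concentration per compound; schedule: 5 min incubation before reading; benchmarks: neutral control DMSO, positive control TFP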
# ERAP1 HTS inh: blocks human ERAP1 aminopeptidase activity | Q9NZ08 | recombinant ERAP1, Leu-AMC fluorescence, 60 min | inhibition, % at 10.7 µM | 340,000 compounds, 0.15% hits;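 active = mean replicate inhibition of at least 30%, or all replicates individually reaching that 30% level; inactive = mean below 30% and not every replicate reaching it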;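 also: 0% = neutral control wells and 100% = L-leucinethiol positive control wells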
# Target sequence (Q9NZ08 whole entry, looked up): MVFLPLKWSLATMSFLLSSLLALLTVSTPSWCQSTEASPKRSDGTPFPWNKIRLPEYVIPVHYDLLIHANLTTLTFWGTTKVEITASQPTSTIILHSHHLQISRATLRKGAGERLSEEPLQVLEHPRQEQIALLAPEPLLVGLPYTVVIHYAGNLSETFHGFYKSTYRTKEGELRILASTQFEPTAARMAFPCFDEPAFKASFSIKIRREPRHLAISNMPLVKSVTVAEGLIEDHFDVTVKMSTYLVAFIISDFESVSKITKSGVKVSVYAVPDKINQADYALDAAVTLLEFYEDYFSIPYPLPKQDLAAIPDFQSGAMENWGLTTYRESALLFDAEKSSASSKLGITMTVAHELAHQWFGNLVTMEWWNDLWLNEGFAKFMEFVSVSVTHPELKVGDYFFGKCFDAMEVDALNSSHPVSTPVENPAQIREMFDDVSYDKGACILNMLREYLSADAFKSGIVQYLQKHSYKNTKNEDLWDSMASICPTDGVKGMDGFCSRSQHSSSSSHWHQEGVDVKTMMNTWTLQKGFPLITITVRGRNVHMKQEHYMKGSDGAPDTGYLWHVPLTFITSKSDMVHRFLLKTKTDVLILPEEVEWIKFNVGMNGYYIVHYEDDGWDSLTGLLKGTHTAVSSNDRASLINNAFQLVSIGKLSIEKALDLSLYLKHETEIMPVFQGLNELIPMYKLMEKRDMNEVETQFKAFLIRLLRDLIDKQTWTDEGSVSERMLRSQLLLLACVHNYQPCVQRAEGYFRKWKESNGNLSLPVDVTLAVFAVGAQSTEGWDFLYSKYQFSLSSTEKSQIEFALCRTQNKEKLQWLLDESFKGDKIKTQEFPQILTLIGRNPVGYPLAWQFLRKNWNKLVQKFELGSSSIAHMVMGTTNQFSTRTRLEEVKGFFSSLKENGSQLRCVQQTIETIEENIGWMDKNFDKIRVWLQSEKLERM
# SIRT5 block: inhibitors of human sirtuin-5 desuccinylase; Q9NXA8; Purified SirT5, succinyl-peptide AMC, trypsin-coupled fluorescence; inhibition, % at 15 µM; 330,000 compounds, 1.1% hits; in the data active = inhibition above about 15%
# Cneo AK release: causes C. neoformans cell lysis | adenylate kinase release luminescence, 4 h; normalised: neutral wells 0, clomiphene wells 100 | lysis activity, % at 15 µM | 360,000 compounds, 0.2% hits | AID 651654;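 active = mean lysis activity across replicates of at least 80%, whatever share of replicates individually reach that level; inactive = mean lysis activity below 80%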
#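 Assay system: Cryptococcus neoformans yeast cells / Dosing: single-point compound dose / Timing: 4 h at 37 °C static, read 1 h later / Measured by: luminescence of released adenylate kinase using an AK detection reagent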
# Statin myotox sup: suppression of simvastatin myotoxicity | C2C12 myotubes + simvastatin, ATP luminescence, 48 h; scaled: DMSO 0, geranylgeraniol control 100 | 330,000 compounds, 0.78% hits | rescue of ATP level, % at 7.49 µM | AID 602340;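 active = mean ATP rescue above about 67%, or every replicate alone reaching that limit, limit read from the data, passing the limit was not always enough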;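 also: myotubes were challenged with 10 µM simvastatin during compound exposure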
# Active calls of the source: *; . = no result given.
# Sequence of screens: S100A4 inh HTS	Cneo AK release	XiGFP reactiv	LGR2 antag	ERAP1 HTS inh	PGC1a acetyl inh	Statin myotox sup	SIRT5 block
> CC(=O)Nc1ccc2c(c1)nc(C)n2Cc1ccccc1
 : -5	-2	0.0	4	-1	5	-6	-2
> CC(NCC(=O)NC(=O)NCCC1=CCCCC1)c1ccc(S(N)(=O)=O)cc1 (configuration not stated)
 : -3	-1	-0.5	6	-2	.	1	-4
> COc1ccc2c3c(n(C)c2c1)[C@H](CO)NCC31CCN(S(=O)(=O)c2cccc(C)c2)CC1
 : -3	.	0.0	10	2	-15	.	-3
> CCOC(=O)c1sc(NC(=O)CN2CC(C)OC(C)C2)nc1C (configuration not stated)
 : -2	1	0.0	1	-3	.	4	-1
> O=C(C1CCC1)N1CC2(C1)[C@H](c1ccccc1)[C@H](CO)N2C(=O)c1ccccn1
 : 6	.	0.0	-4	-3	-3	.	0
> N#Cc1ccc(OCC(=O)NCC2COc3ccccc3O2)cc1 (configuration not stated)
 : -6	0	0.2	8	-6	.	3	-3
> CCc1nc2c(OCc3ccc(C(=O)N(C)C)cc3)cccn2c1N(C)C(=O)c1ccc(C)cc1
 : -8	1	0.0	6	-2	-9	0	-7
> Cc1ccc(S(=O)(=O)CCSc2ccc(C(F)(F)F)cn2)cc1
 : 0	-3	-0.1	10	.	-13	.	0
> COc1ccccc1C(=O)Nc1ccccc1C(=O)NC1CCCCC1
 : -4	-3	0.0	10	2	-7	-41	2
> Cc1onc(NC(=O)NC(=O)c2ccccc2F)c1Br
 : -7	-5	0.3	-22	-6	.	-3	-1
> CCOC(=O)c1ccc(NC(=O)c2nn(CC)cc2Br)cc1
 : 0	-1	.	-49	0	-30	-5	.
> CC1c2ccsc2CCN1S(=O)(=O)c1cccs1 (configuration not stated)
 : -5	.	-0.1	-11	4	.	.	0
> COc1ccc(S(=O)(=O)NCC2CCCO2)cc1NC(=O)c1ccccc1F (configuration not stated)
 : 6	1	0.1	9	1	-6	-17	-1
> Cc1cc(C)c([C@@H]2C[C@H]3CN(C4CCCC4)C(=O)[C@]34CCCN24)c(-n2cccn2)c1
 : 0	2	0.0	-1	-6	1	23	-5
> Cc1ccc(OCC(O)CN2CCOCC2)cc1 (configuration not stated)
 : 0	2	0.0	-3	8	5	22	-3
> O=C(CN1C(=O)c2cccc3cccc1c23)NCc1ccc2c(c1)OCO2
 : .	0	.	-20	.	9	4	.
> C/C(=N/NC(=O)CNC(=O)COc1ccccc1)c1ccco1
 : 2	.	-0.2	11	12	.	.	-2
> COc1ccc(S(=O)(=O)N2CCCCCC2)cc1C(=O)N(C)CCOc1ccc(Cl)cc1
 : -2	-2	-0.1	0	1	.	7	-1
> O=C(COc1ccc(F)cc1)N(Cc1ccco1)C1CCS(=O)(=O)C1 (configuration not stated)
 : 0	.	0.0	5	-1	1	5	-6
> CCCN1CCC(=O)N(CCOc2ccccc2)CC1
 : 3	3	0.0	1	.	5	9	.

# Record cards, as listed above. Values in the order: S100A4 inh HTS	Cneo AK release	XiGFP reactiv	LGR2 antag	ERAP1 HTS inh	PGC1a acetyl inh	Statin myotox sup	SIRT5 block
# O=C(C1CCC1)N1CC2(C1)[C@H](c1ccccc1)[C@H](CO)N2C(=O)c1ccccn1 in the list: 6	.	0.0	-4	-3	-3	.	0
# N#Cc1ccc(OCC(=O)NCC2COc3ccccc3O2)cc1 (configuration not stated) in the list: -6	0	0.2	8	-6	.	3	-3
# CCc1nc2c(OCc3ccc(C(=O)N(C)C)cc3)cccn2c1N(C)C(=O)c1ccc(C)cc1 in the list: -8	1	0.0	6	-2	-9	0	-7
# Cc1ccc(S(=O)(=O)CCSc2ccc(C(F)(F)F)cn2)cc1 in the list: 0	-3	-0.1	10	.	-13	.	0
# O=C(COc1ccc(F)cc1)N(Cc1ccco1)C1CCS(=O)(=O)C1 (configuration not stated) in the list: 0	.	0.0	5	-1	1	5	-6

# (list continues)
# Sequence of screens: S100A4 inh HTS	Cneo AK release	XiGFP reactiv	LGR2 antag	ERAP1 HTS inh	PGC1a acetyl inh	Statin myotox sup	SIRT5 block
> C=CCn1c(CSCc2ccc(Cl)cc2)nnc1SCC(=O)NCc1ccccc1
 : .	0	.	9	.	1	6	.
> O=C(C[C@@H]1C=C[C@@H](NC(=O)c2ccc3c(c2)OCO3)[C@@H](CO)O1)NCc1ccc(Oc2ccccc2)cc1
 : -9	.	0.0	-7	-1	-6	.	-3
> C[C@@H]1CCCCO[C@@H](CN(C)S(=O)(=O)c2ccccc2)[C@@H](C)CN([C@@H](C)CO)C(=O)c2cc(NC(=O)Cc3ccccc3)ccc2O1
 : -12	-4	0.0	16	-4	-5	.	-5
> O=C(CSc1nc2ccc(Nc3nc(N4CCCC4)nc(N4CCCC4)n3)cc2s1)NCc1ccco1
 : 0	.	0.2	.	0	-24	.	4
> CC(=O)CC(=O)Nc1ccc2ccccc2c1
 : -8	-2	0.3	1	2	.	1	-2
> CC(C)CC1O[C@@H](C)[C@@H]2CN3CCc4c([nH]c5ccccc45)[C@@H]3C[C@@H]2N1C (some centres not stated)
 : -1	.	3.1	-18	0	.	.	-2
> CC1(C(=O)OCC(=O)NCc2ccc(Cl)cc2)CC1(Cl)Cl (configuration not stated)
 : 2	-1	-0.2	-28	1	-13	1	-1
> Cc1cc(NC(=O)/C=C/c2cccc(F)c2)n(-c2nc3ccccc3[nH]2)n1
 : 4	.	-0.1	2	1	.	.	-1
> CN(C)CCn1c2c(c(SCC(=O)NCc3ccccc3)nc1=O)CCCC2
 : 1	-1	0.3	21	1	1	0	1
> O=C(OCC(=O)N(C1CCCCC1)C1CCCCC1)c1ccc(Cl)nc1
 : -4	-1	0.2	-9	-1	-4	-4	-4
> CCCCCC(=O)NC(=S)Nc1ccc(N2CCOCC2)cc1
 : 3	.	0.1	7	2	.	.	-4
> O=C(NCCCNCc1ccccc1)c1ccc(/C=N/O)nc1
 : -8	.	.	1	4	0	3	-1
> CC(=O)N(C)C[C@@H]1Oc2ncc(-c3ccc(C(=O)N(C)C)cc3)cc2C(=O)N([C@@H](C)CO)C[C@@H]1C
 : -11	-1	-0.1	3	2	11	-9	5
> Cn1nc(C(C)(C)C)cc1C(=O)O
 : -2	.	0.0	20	1	-2	.	-9
> CCc1cccc2c(C(=O)COC(=O)c3ccccc3)c[nH]c12
 : -5	-3	0.0	-30	-3	.	.	-5
> NC(=O)c1sc2cc(C(F)(F)F)cnc2c1-c1cccs1
 : .	2	.	10	.	3	6	.
> C#CCOCCOCCOCCNc1nc(N2CCN(C(=O)C([C@@H](C)O)n3cc([C@@H](N)CCCCN)nn3)CC2)nc(N2CCN(C(=O)[C@H](CCCCN)n3cc([C@@H](N)CC(N)=O)nn3)CC2)n1 (some centres not stated)
 : 4	-1	0.0	19	-6	.	8	-1
> CCC[C@@H]1CCCO[C@@](C(=O)NCc2ccccn2)(C(F)(F)F)C1
 : -1	-5	-0.1	.	1	.	-12	4
> O=C(O)C1(Nc2ccccc2)CCCC1
 : 2	0	0.1	-21	-2	-5	0	-1
> O=C(CN1CCOCC1)N1CCCCN2[C@H](CO)[C@@H](c3ccc(-c4ccccc4)cc3)[C@H]2C1
 : -1	-3	0.4	-5	1	9	13	-2

# Three structures out of the list, ordered by SMILES length, rising:
# Sequence of screens: S100A4 inh HTS	Cneo AK release	XiGFP reactiv	LGR2 antag	ERAP1 HTS inh	PGC1a acetyl inh	Statin myotox sup	SIRT5 block
> CC1(C(=O)OCC(=O)NCc2ccc(Cl)cc2)CC1(Cl)Cl (configuration not stated)
 : 2	-1	-0.2	-28	1	-13	1	-1
> CN(C)CCn1c2c(c(SCC(=O)NCc3ccccc3)nc1=O)CCCC2
 : 1	-1	0.3	21	1	1	0	1
> CCC[C@@H]1CCCO[C@@](C(=O)NCc2ccccn2)(C(F)(F)F)C1
 : -1	-5	-0.1	.	1	.	-12	4

# Following part
# Sequence of screens: S100A4 inh HTS	Cneo AK release	XiGFP reactiv	LGR2 antag	ERAP1 HTS inh	PGC1a acetyl inh	Statin myotox sup	SIRT5 block
> Cc1noc(C)c1CSCC(=O)Nc1cc(S(=O)(=O)N2CCOCC2)ccc1OCC(F)(F)F
 : -3	.	0.0	-8	0	9	9	0
> O=C(Nc1ccccc1C(=O)NC(Cc1ccccc1)C(=O)O)c1ccco1 (configuration not stated)
 : 2	0	-0.1	10	2	10	5	-2
> CC(=O)N(Cc1ccco1)c1nc(C(=O)Nc2ccc(Cl)cc2)c(C)s1
 : .	2	0.1	-10	.	1	.	.
> O=C(Cc1ccccn1)NCC[C@H]1CC[C@H](NC(=O)Nc2ccc(Cl)cc2)[C@H](CO)O1
 : 0	-4	-0.3	9	1	-19	-9	-3
> O=C(NCc1cccc(Cl)c1)C1CCC(=O)N(CCN2CCOCC2)C1 (configuration not stated)
 : -2	1	-0.1	-14	0	.	3	-2
> C[C@H](CO)N1C[C@H](C)[C@H](CN(C)S(=O)(=O)c2ccc(F)cc2)Oc2ncc(-c3ccncc3)cc2C1=O
 : 1	12	-2.0	2	2	1	20	-3
> Cc1occc1C(=O)Nc1ccc(OCc2ccccc2)cc1
 : 2	.	0.1	-58	-3	-12	.	-3
> CCO[C@@H]1OC(C(=O)N2CCN(C)CC2)=C[C@H](c2csc3ccccc23)[C@H]1CCCO
 : -7	1	-0.1	-9	2	.	-9	-4
> CO[C@H]1CN(C)C(=O)c2ccc(NS(=O)(=O)c3cccc(Cl)c3)cc2OC[C@H](C)NC[C@@H]1C
 : -20	.	0.0	-9	1	5	.	-3
> C[C@@H]1CCCCO[C@H](CN(C)C(=O)Nc2ccc(C(F)(F)F)cc2)[C@@H](C)CN([C@@H](C)CO)C(=O)c2cc(NC(=O)NC3CCCCC3)ccc2O1
 : 4	-2	0.0	11	0	-1	.	9
> Cc1cc(C)n(CCNC(=O)c2ccc3c(c2)OCO3)n1
 : -7	3	0.1	1	-6	.	-7	-2
> CN1N=C(N)c2cn(C3OC(COP(=O)(O)O)C(O)C3O)c3ncnc1c23 (configuration not stated)
 : 2	.	1.9	5	0	4	.	0
> O=C(O)COc1ccc(Nc2ccccc2)cc1
 : 6	.	0.0	-5	-6	9	.	2
> CC(C)NC(=O)Nc1ccc2c(c1)C(=O)N([C@@H](C)CO)C[C@@H](C)[C@H](CN(C)CC1CCCCC1)O2
 : 2	-5	0.2	21	0	.	-3	-6

# Compound activity: PubChem BioAssay, Broad Institute

# A portion of the library; rates above refer to the full screens.
